DNA FID counter: compounds displacing fluorescent DNA intercalator, primary screen, artefact control for HCV NS3 helicase inhibitor project, biochemical, FID fluorescence; DNA fluorescent intercalator displacement; inhibition, % at 7.9 µM; 0.17% of 290,000 active; AID 1845, 2009; in the data active means inhibition above about 37%;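 further: 0% = vehicle and 100% = reference compound; higher means more ethidium bromide displaced from hairpin DNA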
GPR7 antagonist: GPR7 receptor antagonists, primary screen, cell-based, fluorescence, single concentration; Neuropeptides B/W receptor type 1 (Homo sapiens), P48145; GPR7-expressing cells, fluorescence antagonist assay; inhibition, % at 4.4 µM; 1.1% of 290,000 active; AID 1861, 2009; in the data active means inhibition above about 16%, passing the limit was not always enough;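 further: cells stimulated with the agonist NPW; 0% = agonist with vehicle and 100% = vehicle without agonist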
Target sequence (P48145 whole entry, looked up): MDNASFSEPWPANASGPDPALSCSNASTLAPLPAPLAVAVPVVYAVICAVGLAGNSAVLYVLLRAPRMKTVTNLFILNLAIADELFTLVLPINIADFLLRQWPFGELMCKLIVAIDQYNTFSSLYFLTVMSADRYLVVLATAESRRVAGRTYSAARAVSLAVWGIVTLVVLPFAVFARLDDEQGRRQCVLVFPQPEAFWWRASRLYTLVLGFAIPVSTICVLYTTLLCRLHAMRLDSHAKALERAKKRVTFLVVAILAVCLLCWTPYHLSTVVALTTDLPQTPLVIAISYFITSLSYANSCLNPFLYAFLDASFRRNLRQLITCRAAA
NALP1 yeast inh: NALP1 inflammasome inhibitors in reconstituted yeast, colorimetric, S. cerevisiae, triplicate retest; S. cerevisiae NALP1/ASC/caspase-1 growth, X-gal OD620, 72 h; inhibition, % at 10 µM; 0.61% of 280,000 active; AID 2071, 2009; in the data active means inhibition mostly above about 24%, no sharp cut-off; inactive means mostly below about 32%; further: some compounds called inactive have numbers as strong as hits
MEKK2 mut-MEK5: MEK5 binding signal on mutant MEKK2 PB1, primary screen, biochemical, multiplex bead flow cytometry, Alexa488-MEK5. Alexa488-MEK5 binding to MEKK2 mutant. percent response, % at 10 µM. 0.35% of 290,000 active. AID 1530, 2009; in the data active means percent response above about 24%, passing the limit was not always enough; further: inactives centre near 1; some results filed as inactive read as strong as hits; reference of the scale not given here
PHOSPHO1 inh: PubChem AID 1565; recombinant PHOSPHO1, absorbance phosphatase assay; inhibition, % at 13.3 µM; 1.1% of 290,000 active; in the data active means inhibition above about 60%
Target sequence (Q8TCT1 whole entry, looked up): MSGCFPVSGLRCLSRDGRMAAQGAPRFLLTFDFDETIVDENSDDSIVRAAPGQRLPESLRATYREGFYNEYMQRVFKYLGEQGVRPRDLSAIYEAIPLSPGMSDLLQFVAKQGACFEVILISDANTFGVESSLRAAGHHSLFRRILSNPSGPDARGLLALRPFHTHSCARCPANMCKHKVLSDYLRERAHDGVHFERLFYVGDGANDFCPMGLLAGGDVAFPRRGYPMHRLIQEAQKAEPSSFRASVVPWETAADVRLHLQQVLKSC
M18AAP inhibitor: PfM18AAP inhibitors, malaria aminopeptidase, primary screen, biochemical, QFRET, recombinant enzyme | M18 aspartyl aminopeptidase (Plasmodium falciparum 3D7) | H-Glu-NHMec fluorogenic cleavage | inhibition, % at 7.35 µM | 1.2% of 290,000 active | AID 1822, 2009;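 active means inhibition above the campaign mean inhibition over all tested compounds plus 3 SD, cut at about 28% in these data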;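 further: 0% = plate median of test compound wells and 100% = 2 mM ZnCl2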
MEKK3 PB1 HTS: modulators of MEKK3-MEK5 PB1 binding, primary screen, biochemical, wildtype MEKK3, multiplex bead flow cytometry, Alexa488-MEK5. bead-based flow cytometry, Alexa488-MEK5 binding to MEKK3; actives lie on both sides; 0 = blocked by unlabeled MEK5, 100 = vehicle. binding response (% of control), % at 10 µM. 1.4% of 290,000 active. AID 1529, 2009;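 active means binding response more than 3 SD above or below the average of its plate-row segment, actives on both sides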;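 further: Alexa488 bead fluorescence after subtracting the streptavidin-only scavenger bead signal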
MEKK2wt PB1 HTS: modulators of MEK5 binding to wildtype MEKK2, primary screen, biochemical, multiplex bead flow cytometry, Alexa488-MEK5. Mitogen-activated protein kinase kinase kinase 2 (Homo sapiens), Q9Y2U5. binding response (% of control), % at 10 µM. Alexa488-MEK5 binding to MEKK2 WT; actives lie on both sides. AID 1531, 2009. 1.1% of 290,000 active; in the data active means binding response below about 67% or above about 130%
OXTR agonist: human OXTR agonists, primary screen, fluorescence, CHO-OTR cells, Fluo-8 calcium; activation, % at 3 µM; Fluo-8 calcium fluorescence; normalized: DMSO 0%, oxytocin 100%; 0.32% of 320,000 active;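 active means activation above the mean of all tested compounds plus 3 SD, cutoff set per screening run, cut at about 20% in these data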;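 further: peak over basal fluorescence ratio from a 100 s FLIPR kinetic read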
Target sequence (P30559 whole entry, looked up): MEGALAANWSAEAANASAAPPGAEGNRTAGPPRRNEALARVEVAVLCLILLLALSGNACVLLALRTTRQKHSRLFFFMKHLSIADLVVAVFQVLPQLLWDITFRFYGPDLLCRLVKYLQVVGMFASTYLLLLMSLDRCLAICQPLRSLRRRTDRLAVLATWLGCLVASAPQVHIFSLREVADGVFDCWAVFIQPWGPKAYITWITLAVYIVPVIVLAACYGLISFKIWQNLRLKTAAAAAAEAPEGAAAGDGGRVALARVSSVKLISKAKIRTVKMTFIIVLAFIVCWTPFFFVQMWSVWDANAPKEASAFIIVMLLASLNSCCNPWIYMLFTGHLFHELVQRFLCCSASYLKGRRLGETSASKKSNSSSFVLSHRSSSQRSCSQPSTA
* marks the source's active call; other numbers are inactive results; . = not tested or not shown; [ ] = dose if it differs, or a comment.

SMILES	DNA FID counter	GPR7 antagonist	NALP1 yeast inh	MEKK2 mut-MEK5	PHOSPHO1 inh	M18AAP inhibitor	MEKK3 PB1 HTS	MEKK2wt PB1 HTS	OXTR agonist
CCNC(=O)COc1ccc(/C=N/NC(=O)c2cccnc2)cc1OC	-7	-1	4	-4	30	1	97	96	0.7
CCn1c(CNC(=O)c2cccc(C)c2)nnc1SCC(=O)NC1=NCCS1	-19	-10	-2	7	23	0	103	104	-0.6
COc1ccc(CCNC(=O)CCS(=O)(=O)c2ccc3c(c2)NC(=O)CS3)cc1OC	-33	-5	-8	4	59	5	102	105	0.2
CCn1cc(CN2CCc3c([nH]c4ccccc34)C2c2cccc(OC)c2OC)c(C)n1 (stereo not given)	-3	8	-1	-5	-3	-11	95	90	-1.1
O=C(C1CCCN(S(=O)(=O)c2cccs2)C1)N1CCc2ccccc2C1 (stereo not given)	-25	4	-5	-15	-6	3	82	90	1.7
CCOC(=O)Cn1c(=O)oc2cc(S(=O)(=O)NC(C)c3ccccc3)ccc21 (stereo not given)	-11	13	-14	11	7	-1	111	115	1.0
Cc1cc(C)nc(NC(=S)NC(=O)c2ccccc2)n1	-4	-14	-14	5	-8	7	105	105	-1.7
O=C(Nc1nc(-c2ccc(Cl)s2)cs1)c1ccco1	-5	-3	4	-7	2	10	97	92	-1.6
CCCCN1C(=O)C2(OCCCO2)c2cccc(C)c21	-16	-14	20	3	.	-10	98	101	-2.3
C=CCN1CCN(c2ccncc2S(=O)(=O)N2CCOCC2)CC1	-2	-8	18	2	7	-10	103	103	0.0
O=C1CN(C(=O)c2cccc(S(=O)(=O)N3CCCC3)c2)c2ccccc2N1	-8	-8	.	-13	19	7	93	93	-0.3
Cc1ccc(C)c(N2CCN(C(=O)c3cc4ccccn4n3)CC2)c1	-33	-9	28	7	-17	5	105	102	-2.0
O=C(Cc1ccc(-n2c(=O)c3ccccc3n(Cc3ccc(F)cc3)c2=O)cc1)NCC1CCCO1 (stereo not given)	-41	-2	-33	-2	7	-8	106	100	0.3
COc1ccc(CCNC(=O)c2ccc(N3CCCC3=O)cc2)cc1OC	-19	-7	4	5	-5	21	106	102	0.2
Cc1nc(Nc2cnc(/C=C/c3cc(C(=O)Nc4cccc(C(F)(F)F)c4)ccc3C)cn2)cc(N2CCNCC2)n1	15	7	22	10	-24	17	47*[inhibitor]	136	-1.0
CCn1c(=O)ccc2cc([N+](=O)[O-])ccc21	2	-13	11	-4	32	2	105	97	-0.7
COc1ccc(-c2csc3ncn(-c4ccc(C)cc4)c(=O)c23)cc1OC	-26	1	-7	-6	-1	0	90	87	-2.8
CCC(=O)N1CCN(c2nc(-c3ccccc3)c3c(c2C#N)CCCC3)CC1	-31	-19	7	6	-21	-7	108	104	-1.6
CCOC(=O)C1CCCN(C(=O)c2cc3ccccc3oc2=O)C1 (stereo not given)	-5	-10	-1	-8	23	1	98	94	0.6
O=C(Nc1ccc(Cc2ccncc2)cc1)c1cc(F)c(F)cc1Cl	-22	-4	22	-12	32	4	96	89	1.8
COc1ccccc1OCC(=O)Nc1cccc(-c2nnc(-c3ccco3)o2)c1	-33	5	10	2	28	-9	104	105	-3.0
CC1(C)C(=O)OC(c2cccn2-c2ccc([N+](=O)[O-])cc2)C(C)(C)C1=O (stereo not given)	-1	-6	25	0	-3	-1	136*	104	-2.0
C/C(=N\N=C(c1ccccc1)c1ccccc1)c1cccs1	-6	0	14	-10	-6	-22	78	81	-1.1
c1ccc(-c2nnc(CSc3nnc(-c4ccncc4)n3Cc3ccco3)o2)cc1	-19	-1	-8	.	41	-2	.	.	5.5
O=C(N/N=C/c1ccccn1)c1ccc(NC(=O)c2cccc([N+](=O)[O-])c2)cc1	-3	-5	-2	-15	44	-3	94	85	0.2
Cc1sc2nc(SCC(=O)N3CCOCC3)[nH]c(=O)c2c1-c1ccccc1	-40	-14	-2	4	14	6	103	104	1.6
CCC1CCCN1Cn1cnc2c([nH]c3ccccc32)c1=O (stereo not given)	11	19	14	.	30	4	.	.	-0.1
Cc1noc(C)c1CCC(=O)N1CCCC(CCC(=O)NCc2ccccc2F)C1 (stereo not given)	-1	-9	-8	-3	15	-7	102	95	-0.2
C/C(=N/Nc1nc(C)cc(C)n1)c1ccc(Br)cc1	-16	-9	11	1	3	1	99	108	-2.0
O=C(CCn1c(=O)oc2ccccc21)NCc1cccs1	-4	-8	-1	1	-7	-10	82	92	0.3
O=C(O)CCc1ccc(-c2ccccc2)n1-c1cccc(C(=O)O)c1	-26	-2	4	1	-1	10	98	99	1.2
COc1ccc(-c2cc(C(=O)N3CCN(S(=O)(=O)c4ccccc4)CC3)[nH]n2)cc1	-34	-2	26	-1	28	15	97	101	4.0
Cc1ccc(C)c(NC(=O)c2ccc(S(=O)(=O)N(C)CC3CCCO3)cc2)c1 (stereo not given)	-25	3	8	3	30	1	99	101	1.4
CS(=O)(=O)N(Cc1ccc(Cl)cc1)c1ccc(C(=O)NCCC2=CCCCC2)cc1	-5	-6	25	6	7	-7	103	102	1.2
COc1cccc(C(=O)Oc2cc3c4c(c2)C(C)=CC(C)(C)N4C(=O)C3=O)c1	-39	4	-6	-6	32	-9	95	85	-1.8
C#CCN1C(=O)S/C(=C\c2ccc(-c3ccc(Cl)c(C(=O)O)c3)o2)C1=O	-14	-16	17	2	-8	12	105	100	0.1
CCOC(=O)Nc1ccc(C)cc1NC(=O)OCC	-1	4	12	.	41	3	.	.	-1.5
CCOC(=O)c1c(C)oc2ccc(OCC(=O)N(CC)CC)cc12	-28	-4	.	1	0	-5	100	104	-2.4
COc1ccc(C(CC(=O)O)NC(=O)COc2ccccc2)cc1OC (stereo not given)	-2	-1	-9	1	24	-2	99	106	0.7
CCC(=O)/C=C1\Sc2ccc(OC)cc2N1CCO	-1	-6	2	3	-6	30*	104	112	-1.1
CCCOC1CCCN(Cc2nc(-c3ccc(C(=O)OC)cc3)no2)C1 (stereo not given)	-26	-1	.	-1	3	-5	101	100	-0.9
O=C(O)c1ccc(N=Cc2c(O)ccc3oc4c(c23)CCCC4)cc1	5	-11	-1	-5	-13	3	103	98	-0.3
COc1ccc(Nc2nc(Cl)nc(NCc3ccco3)n2)cc1	-2	-2	4	7	16	3	106	109	-2.4
CCC(C)(C)NC(=O)C1CCC(CNS(=O)(=O)c2cccc3nsnc23)CC1 (stereo not given)	-33	-10	12	0	32	-1	95	97	5.8
O=C(COc1ccccc1)NNc1nc2c(F)cc(F)cc2s1	-9	5	19	1	-10	2	113	108	0.4
O=C(CNc1ccc2ccccc2c1)NNC1=NCCC1	-4	-20	26	-3	-18	19	91	89	0.8
Cc1ccc(NC(=O)CSc2nnc(CSc3nc(C)cc(C)n3)n2Cc2ccco2)c(C)c1	-39	-12	-7	1	0	-10	105	102	-2.8
CCC(C(=O)NC1CCCC1)N(Cc1ccc2c(c1)OCO2)C(=O)c1snc(C(N)=O)c1N (stereo not given)	-17	-2	10	-1	4	2	88	98	-0.2
CC1=C(C(=O)N2CCCCC2)C(c2cccs2)C2=C(CCCC2=O)N1 (stereo not given)	-15	0	.	2	16	3	106	106	0.0
O=S(=O)(c1ccc(Cl)cc1)N1CCCc2ccccc21	-14	-28	8	2	-52	1	100	103	-1.8

Some of the entries so far, field by field:
CCCOC1CCCN(Cc2nc(-c3ccc(C(=O)OC)cc3)no2)C1 (stereo not given)
  DNA FID counter: -26 | GPR7 antagonist: -1 | NALP1 yeast inh: . | MEKK2 mut-MEK5: -1 | PHOSPHO1 inh: 3 | M18AAP inhibitor: -5 | MEKK3 PB1 HTS: 101 | MEKK2wt PB1 HTS: 100 | OXTR agonist: -0.9

O=C(O)c1ccc(N=Cc2c(O)ccc3oc4c(c23)CCCC4)cc1
  DNA FID counter: 5 | GPR7 antagonist: -11 | NALP1 yeast inh: -1 | MEKK2 mut-MEK5: -5 | PHOSPHO1 inh: -13 | M18AAP inhibitor: 3 | MEKK3 PB1 HTS: 103 | MEKK2wt PB1 HTS: 98 | OXTR agonist: -0.3

COc1ccc(Nc2nc(Cl)nc(NCc3ccco3)n2)cc1
  DNA FID counter: -2 | GPR7 antagonist: -2 | NALP1 yeast inh: 4 | MEKK2 mut-MEK5: 7 | PHOSPHO1 inh: 16 | M18AAP inhibitor: 3 | MEKK3 PB1 HTS: 106 | MEKK2wt PB1 HTS: 109 | OXTR agonist: -2.4

CCC(C)(C)NC(=O)C1CCC(CNS(=O)(=O)c2cccc3nsnc23)CC1 (stereo not given)
  DNA FID counter: -33 | GPR7 antagonist: -10 | NALP1 yeast inh: 12 | MEKK2 mut-MEK5: 0 | PHOSPHO1 inh: 32 | M18AAP inhibitor: -1 | MEKK3 PB1 HTS: 95 | MEKK2wt PB1 HTS: 97 | OXTR agonist: 5.8

Another view of 2 compounds above:
The line under a structure holds: DNA FID counter	GPR7 antagonist	NALP1 yeast inh	MEKK2 mut-MEK5	PHOSPHO1 inh	M18AAP inhibitor	MEKK3 PB1 HTS	MEKK2wt PB1 HTS	OXTR agonist
> O=C(COc1ccccc1)NNc1nc2c(F)cc(F)cc2s1
  -9	5	19	1	-10	2	113	108	0.4
> CC1=C(C(=O)N2CCCCC2)C(c2cccs2)C2=C(CCCC2=O)N1 (stereo not given)
  -15	0	.	2	16	3	106	106	0.0

(more compounds)
SMILES	DNA FID counter	GPR7 antagonist	NALP1 yeast inh	MEKK2 mut-MEK5	PHOSPHO1 inh	M18AAP inhibitor	MEKK3 PB1 HTS	MEKK2wt PB1 HTS	OXTR agonist
Cc1noc(C)c1CSc1ncnc2ccccc12	-11	6	5	0	7	-3	99	96	-1.7
CN(CC(=O)NC1CCCCC1)S(=O)(=O)c1ccc(Br)s1	-1	1	.	-4	15	0	96	95	-1.0
COC(=O)c1ccc(OC)c(Cn2c(=O)n(C)c(=O)c3sccc32)c1	-14	-12	22	3	27	0	103	101	-1.7
O=C(NC1CCCCC1)OCCN1CCN(Cc2ccccc2)CCC1=O	-15	7	27	-2	-1	-9	101	100	-1.3
CCCc1nc2oc3c(OCC)ncnc3c2c2c1COC(C)(C)C2	2	10	5	4	6	1	107	103	1.2
C/C(N)=C(/C#N)C(=O)COC(=O)c1cccc2ccccc12	-5	5	14	-4	-10	5	93	95	3.1
CCOC(=O)c1ccccc1NC(=O)COC(=O)CN1C(=O)C2CC=CCC2C1=O (stereo not given)	-21	-1	13	8	31	-1	102	105	-0.4
Cc1ccc(NC(=O)c2c(NC(=O)CCC(=O)O)sc3c2CCCCC3)cc1	-9	-3	11	-9	-86	36*	91	85	1.1

Source: PubChem BioAssay
